# ABCB1 block: blocks JC-1 efflux by human ABCB1 transporter | P08183 | CCRF-Adr cells, flow cytometry | inhibition, % at 6.6 µM | hit rate 0.067% among 190,000 | AID 1326; in the data active = inhibition above about 40%;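 also: 0% = vehicle and 100% = reference inhibitor; higher value means more JC-1 retained so stronger ABCB1 efflux block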
# Rac1 mut GTP: alters GTP binding to activated mutant human Rac1 | P63000 | GST-Rac1 activated beads, fluorescent GTP binding, flow cytometry; actives lie on both sides; 100% means binding = to untreated wells | percent activity (GTP binding), % at 10 µM | hit rate 0.11% among 190,000;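 active = GTP binding at least 20 percentage points away from the 100% baseline, in either direction, so actives lie on both sides; inconclusive = Compound likely fluorescent itself, or too few beads counted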
# Rac1 wt GTP bind: modulators of human Rac1 wildtype GTP binding; P63000; GST-Rac1 beads, fluorescent GTP binding, flow cytometry; actives lie on both sides; 0 = cold GTP competed, 100 = untreated; GTP binding activity (% of control), % at 10 µM; hit rate 0.27% among 190,000;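 active = GTP binding activity at least 20 points away from the 100% control level, either lower or higher; inconclusive = compound flagged as likely green fluorescent, judged across all proteins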
# ABCG2 block: human ABCG2 inhibition, ABCB1 as counter-screen. inhibition, % at 6.6 µM. Q9UNQ0. IgMXP3 cells, JC-1 efflux, flow cytometry. hit rate 0.1% among 190,000;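 active = inhibition above 80%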;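 also: 0% = DMSO and 100% = nicardipine control wells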
# Target sequence (Q9UNQ0 whole entry, looked up): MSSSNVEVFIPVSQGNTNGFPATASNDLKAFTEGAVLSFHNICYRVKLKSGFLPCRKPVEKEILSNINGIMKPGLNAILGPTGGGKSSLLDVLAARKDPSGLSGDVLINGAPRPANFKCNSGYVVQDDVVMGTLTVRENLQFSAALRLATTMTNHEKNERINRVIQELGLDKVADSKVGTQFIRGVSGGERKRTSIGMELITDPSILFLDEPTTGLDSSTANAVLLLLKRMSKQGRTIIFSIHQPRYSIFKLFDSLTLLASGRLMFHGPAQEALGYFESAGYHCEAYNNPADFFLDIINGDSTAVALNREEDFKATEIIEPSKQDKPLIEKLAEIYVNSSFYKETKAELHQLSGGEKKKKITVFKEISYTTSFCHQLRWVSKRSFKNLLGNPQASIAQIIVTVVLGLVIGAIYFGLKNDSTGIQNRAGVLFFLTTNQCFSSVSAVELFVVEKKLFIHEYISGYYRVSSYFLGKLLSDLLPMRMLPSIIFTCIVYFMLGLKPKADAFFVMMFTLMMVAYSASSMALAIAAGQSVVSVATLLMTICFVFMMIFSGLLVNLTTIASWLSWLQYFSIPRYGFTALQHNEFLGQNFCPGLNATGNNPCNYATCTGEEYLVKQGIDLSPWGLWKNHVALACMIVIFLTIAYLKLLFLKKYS
#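 Assay system – ABCG2 IgMXP3 and barcoded ABCB1 CCRF-Adr cell mix · Input – 3 million cells/mL in well · Reagent – JC-1 fluorescent substrate · Compound – single test compound dose, 6.6 µM final · Timing – 10 min exposure at 25 °C with rotation, no wash · Detection – flow cytometry of retained JC-1 fluorescence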
# Cdc42 wt GTP: modulators (inhibitors or activators) of GTP binding to human Cdc42 wildtype; GST-Cdc42 beads, Bodipy-GTP binding, flow cytometry; actives lie on both sides; percent activity (GTP binding), % at 10 µM; hit rate 0.2% among 190,000; AID 761;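 active = percent activity GTP binding at least 20 points away from the 100% baseline, either down as inhibitor or up as activator; inconclusive = compound flagged as likely green fluorescent from well-wide comparison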;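 also: median bead fluorescence of bound Bodipy-FL-GTP at 100 nM; 0% = excess unlabeled GTP control and 100% = no compound control; below 100% means less GTP binding so inhibitor and above means activator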
# Target sequence (P60953 whole entry, looked up): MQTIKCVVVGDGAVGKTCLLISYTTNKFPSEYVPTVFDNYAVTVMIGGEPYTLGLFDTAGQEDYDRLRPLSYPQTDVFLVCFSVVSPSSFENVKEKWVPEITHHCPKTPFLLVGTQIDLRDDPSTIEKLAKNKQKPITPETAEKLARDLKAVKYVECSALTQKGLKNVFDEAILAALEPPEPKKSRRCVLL
# GSH bead fluor: compound fluoresces at 488/530 nm on GSH beads | fluorescence (KMESF) at 10 µM | AID 1776 | hit rate 0.25% among 190,000 | GSH beads flow cytometry, compound fluorescence 488/530 nm; hits give high values; in the data active = fluorescence above about 89;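 also: glutathione beads carrying GST-tagged Bcl family fusion proteins plus one bare bead set; values are compound well signal with DMSO vehicle wells as background; inactives centre near 16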
# Rab2A wt mod: changes GTP binding to wildtype dog Rab2A, up or down; P61105; GST-Rab2 wt beads, Bodipy-GTP binding, flow cytometry; GTP binding activity, % at 10 µM; hit rate 0.19% among 190,000;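 active = GTP binding activity at least 20 points away from 100%, either lowered or raised; inconclusive = signal likely due to the compound's own green fluorescence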;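 also: 0% = beads with excess unlabeled GTP and 100% = no-compound control corrected for plate trend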
# Pf gamet viab: kills late stage P. falciparum gametocytes; P. falciparum stage V gametocytes, ATP luminescence, 24 h; inhibition, % at 10.9 µM; hit rate 0.065% among 150,000; AID 743093;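 active = inhibition above the mean plus 3 SD of compounds within the control limits, set per campaign, cut at about 38% in these data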;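 also: 0% = DMSO wells and 100% = medium only without gametocytes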
# Rab7 wt modul: dog Rab7 wildtype GTP binding, inhibitors and activators; GTP binding activity (percent of control), % at 10 µM; hit rate 0.055% among 190,000; AID 758; GST-Rab7 beads, fluorescent GTP binding, flow cytometry; actives lie on both sides; untreated = 100%, excess cold GTP = 0%;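 active = fluorescent GTP binding to Rab7 beads changed by at least 20 points from the 100% baseline, either direction, mostly lower; inconclusive = compound itself probably fluorescent, or too few beads counted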;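 also: median green fluorescence of bound Bodipy-FL-GTP per Rab7 bead population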
# Avidin bead fluor: compound fluoresces at 488/530 nm on avidin beads; hit rate 0.38% among 220,000; AID 1775; fluorescence (KMESF) at 10 µM; compound fluorescence 488/530 nm, flow cytometry; hits give high values; in the data active = fluorescence above about 47; also: inactives centre near 10
# HRas wt GTP bind: human HRas wildtype GTP binding, change in either direction; GTP binding activity, % at 10 µM; hit rate 0.14% among 190,000; GST-Ras wt beads, Bodipy-FL-GTP binding, flow cytometry; actives lie on both sides;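 active = GTP binding activity at least 20% away from the 100% baseline, either lowered as inhibitor or raised as activator; inconclusive = flagged as likely green fluorescent, judged across all proteins in the well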;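 also: 0% = unlabeled GTP competition control and 100% = no-compound control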
# Target sequence (P01112 whole entry, looked up): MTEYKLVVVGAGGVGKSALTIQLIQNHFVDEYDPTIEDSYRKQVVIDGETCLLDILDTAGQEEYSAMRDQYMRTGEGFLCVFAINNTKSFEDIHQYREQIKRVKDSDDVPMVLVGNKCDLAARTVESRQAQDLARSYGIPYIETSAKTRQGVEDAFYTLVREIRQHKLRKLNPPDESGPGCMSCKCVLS
# The depositor's hits bear a star; u = inconclusive; x = no result given.
SMILES,ABCB1 block,Rac1 mut GTP,Rac1 wt GTP bind,ABCG2 block,Cdc42 wt GTP,GSH bead fluor,Rab2A wt mod,Pf gamet viab,Rab7 wt modul,Avidin bead fluor,HRas wt GTP bind
CC(=O)NC12CC3CC(CC(CC(=O)O)(C3)C1)C2,-0.1,97,101,0,99,18,99,-3,97,20,96
CCn1cc(C(=O)N2CCN(c3ccc(F)cc3)CC2)c2cc(OC)c(OC)cc2c1=O,1.2,96,96,1,89,9,94,-10,102,24,95
O=C1C2C3c4ccccc4C(c4ccccc43)C2C(=O)N1Cc1cccnc1 (stereo not drawn),3.2,100,103,18,102,24,99,x,100,22,100
COc1ccc(NC(=O)c2ccc(COc3ccc(C)cc3)o2)cc1,0.2,91,93,5,92,29,91,10,94,7,93
CN(C)C(=O)COC(=O)c1ccccc1OCC(=O)Nc1ccc(SC(F)F)cc1,0.7,99,103,14,101,9,101,7,103,6,100
c1cc2c(cc1-c1cnc3n1CCC3)OCCO2,0.9,96,96,4,95,32,96,-10,96,11,97
O=C(COc1ccc(Cl)cc1)Nc1ccccc1N1CCOCC1,0.9,102,106,9,101,16,102,x,102,6,99
CCS(=O)(=O)N1CCN(c2ccccn2)CC1,0.5,100,105,1,106,12,99,4,97,29,103
COc1ccc(N2C(=O)C3CCCN3C2c2ccccc2F)cc1 (stereo not drawn),-1.3,104,107,-2,104,20,103,x,98,6,103
Cc1cccnc1NC(=O)Nc1cccc(C(F)(F)F)c1,0.1,98,100,3,102,15,99,-10,100,10,101
Cn1c(CNC(=O)c2ccco2)nnc1SCC(=O)Nc1cccc(F)c1,0.1,98,99,-1,101,22,100,12,102,9,99
COc1ccc(C(=O)NNC(=O)c2ccccn2)cc1,0.1,99,103,2,100,6,102,x,102,10,101
COc1ccc(OCC(=O)N2CCN(C(=O)c3cccc(F)c3)CC2)cc1,0.3,100,101,11,100,31,99,x,92,9,96
CCCCOC(=O)Nc1ccc(N2CCOCC2)cc1,-0.1,101,103,0,101,63,102,14,95,7,102
O=C1Nc2cc(Cl)c(Cl)cc2N(O)N1c1ccccc1Cl,0.7,91,95,1,92,23,92,12,93,24,94
Cc1ccc2nc(N(CCCN(C)C)C(=O)c3ccc4c(c3)CCCC4)sc2c1,1.8,99,105,4,104,13,100,7,102,13,100
COc1cc(NC(=O)CCN2CCN(Cc3ccccc3)CC2)cc(OC)c1,0.5,102,107,3,105,11,102,0,101,37,106
COC(=O)c1cc(C#N)c(SCc2ccccc2)nc1C,-0.2,95,100,-1,95,25,93,-5,94,4,94
COc1ccc(NC(=O)NCCCN2CCCC2=O)c(OC)c1,0.6,98,102,1,99,37,96,-2,97,6,98
CCc1cc2c(nc1CC)CCN(CC/C(C)=N/OC[C@H]1O[C@H](c3ccccc3)C=C[C@@H]1Oc1ccc(OC)cc1)C2,6.9,99,104,0,102,24,101,x,101,10,101
COc1ccc(C2=NNC(c3ccco3)=Nc3ccc(F)cc32)cc1,0.4,96,100,3,97,27,96,-13,98,10,97
Cc1cccc(Oc2ccccc2N)c1,-0.1,98,101,-1,101,11,102,x,99,10,102
CN(C)c1ccc(NC(=O)c2ccncc2)c2ccccc12,1.6,102,108,3,110,14,105,x,105,18,106
Cc1nnc(SCc2cccc3ccccc23)n(N)c1=O,-0.1,100,103,-1,102,17,100,2,99,7,97
COc1ccc(-c2csc(N(C)C(=O)c3cccs3)n2)cc1,0.1,89,90,2,88,10,89,9,95,9,91
CCCC(=O)Nc1ccc(C(=O)N2CCCC2)cc1,0.2,100,106,0,99,48,100,x,100,7,102
CCC(=O)c1cn(CC(=O)NCc2ccco2)c2ccccc12,0.9,96,100,4,96,35,96,x,95,12,97
O=C(C1=C[C@H](c2ccc(C(F)(F)F)cc2)C[C@H](OCc2ccc(CO)cc2)O1)N1CCCCCCC1,0.8,96,98,4,96,18,97,x,95,8,97
O=S(=O)(Nc1ccc(O)c(Sc2nc3ccccc3s2)c1)c1cccc2ccccc12,-0.4,98,102,-3,98,13,101,10,95,12,99
COc1cccc(-c2cc(=O)c3cc(NC(=O)c4ccc(Cl)cc4)ccc3[nH]2)c1,-0.2,97,104,-2,99,17,104,12,105,14,100
COc1ccc(NC(=O)Cn2c(=O)n(CC3CCCO3)c(=O)c3ccccc32)c(OC)c1 (stereo not drawn),0.6,94,99,1,97,14,98,-2,101,10,98
O=C(c1cccnc1NCc1ccccc1)N1CCOCC1,-0.2,91,91,-1,94,37,90,x,87,5,89
Cc1nc(N2CCCCC2)c2sc(=S)n(C)c2n1,1.1,98,101,2,101,18,98,x,102,5,100
O=C(C1CCCN(S(=O)(=O)c2cnc[nH]2)C1)N1CCN(c2ccc(Cl)cc2)CC1 (stereo not drawn),-0.3,97,100,-1,97,14,97,x,96,7,94
O=C(N/C(=C\c1ccc([N+](=O)[O-])cc1)C(=O)N1CCCCC1)c1ccccc1,1.8,97,100,11,99,20,101,5,107,7,101
COc1cccc(N2CCN(C(=O)C3C4C=CC5(CN(Cc6ccccc6Cl)C(=O)C35)O4)CC2)c1 (stereo not drawn),1.5,104,108,4,104,25,102,x,103,14,103

# In a second layout: eleven of the compounds above
SMILES | ABCB1 block | Rac1 mut GTP | Rac1 wt GTP bind | ABCG2 block | Cdc42 wt GTP | GSH bead fluor | Rab2A wt mod | Pf gamet viab | Rab7 wt modul | Avidin bead fluor | HRas wt GTP bind
CC(=O)NC12CC3CC(CC(CC(=O)O)(C3)C1)C2 | -0.1 | 97 | 101 | 0 | 99 | 18 | 99 | -3 | 97 | 20 | 96
CCn1cc(C(=O)N2CCN(c3ccc(F)cc3)CC2)c2cc(OC)c(OC)cc2c1=O | 1.2 | 96 | 96 | 1 | 89 | 9 | 94 | -10 | 102 | 24 | 95
O=C1C2C3c4ccccc4C(c4ccccc43)C2C(=O)N1Cc1cccnc1 (stereo not drawn) | 3.2 | 100 | 103 | 18 | 102 | 24 | 99 | x | 100 | 22 | 100
COc1ccc(NC(=O)c2ccc(COc3ccc(C)cc3)o2)cc1 | 0.2 | 91 | 93 | 5 | 92 | 29 | 91 | 10 | 94 | 7 | 93
CN(C)C(=O)COC(=O)c1ccccc1OCC(=O)Nc1ccc(SC(F)F)cc1 | 0.7 | 99 | 103 | 14 | 101 | 9 | 101 | 7 | 103 | 6 | 100
c1cc2c(cc1-c1cnc3n1CCC3)OCCO2 | 0.9 | 96 | 96 | 4 | 95 | 32 | 96 | -10 | 96 | 11 | 97
O=C(COc1ccc(Cl)cc1)Nc1ccccc1N1CCOCC1 | 0.9 | 102 | 106 | 9 | 101 | 16 | 102 | x | 102 | 6 | 99
CCS(=O)(=O)N1CCN(c2ccccn2)CC1 | 0.5 | 100 | 105 | 1 | 106 | 12 | 99 | 4 | 97 | 29 | 103
COc1ccc(N2C(=O)C3CCCN3C2c2ccccc2F)cc1 (stereo not drawn) | -1.3 | 104 | 107 | -2 | 104 | 20 | 103 | x | 98 | 6 | 103
Cc1cccnc1NC(=O)Nc1cccc(C(F)(F)F)c1 | 0.1 | 98 | 100 | 3 | 102 | 15 | 99 | -10 | 100 | 10 | 101
Cn1c(CNC(=O)c2ccco2)nnc1SCC(=O)Nc1cccc(F)c1 | 0.1 | 98 | 99 | -1 | 101 | 22 | 100 | 12 | 102 | 9 | 99

# Next section
SMILES,ABCB1 block,Rac1 mut GTP,Rac1 wt GTP bind,ABCG2 block,Cdc42 wt GTP,GSH bead fluor,Rab2A wt mod,Pf gamet viab,Rab7 wt modul,Avidin bead fluor,HRas wt GTP bind
O=C(N/N=C/c1ccccn1)c1ccco1,0.4,100,104,2,102,7,100,x,101,8,102
Cc1cc(Cl)cc(Cl)c1OCC(=O)NCc1ccco1,0.8,u,u,2,u,10,u,x,u,13,u
Oc1ccc(/C=N/Nc2ccc(C(F)(F)F)cn2)cc1O,-0.2,96,100,6,98,25,97,-50,96,12,97
CSc1cccc(NCc2ccc([N+](=O)[O-])cc2)c1,-0.2,91,93,0,92,16,93,-24,92,19,90
Oc1cccc2ccc(/C=C/c3cccs3)nc12,0.1,98,106,0,106,30,100,12,102,10,105
CN(C)CCCNc1cn[nH]c(=O)c1Cl,0.3,99,101,0,102,30,99,6,99,7,98
O=C(N/N=C/c1ccco1)c1cc(-c2ccccc2)n[nH]1,-0.1,98,101,3,96,10,100,-2,105,21,99
Cc1nn(Cc2c(Cl)cccc2Cl)c(C)c1NC(=O)c1sc2ccccc2c1Cl,0.9,97,102,3,97,39,98,-4,99,5,100
CCc1ccc(-c2nn(-c3ccccc3)cc2CSC(=N)N)cc1,18,104,108,7,104,4,101,x,99,15,102
CCOc1ccc(N(CC(=O)N2CCCC2)S(=O)(=O)c2c(C)noc2C)cc1,0.6,98,105,1,96,22,98,x,98,8,97
COc1cccc(/C(O)=C2/C(=O)C(=O)N(CCCN3CCOCC3)C2c2ccncc2)c1 (stereo not drawn),0.3,100,101,1,103,22,99,x,96,33,99
COc1ccc(C(C)=O)cc1CN1CCCCC1,0.8,98,102,2,96,20,97,x,92,8,98
O=S1(=O)N=C(N(CCO)/N=C/C=C/c2ccccc2)c2ccccc21,1.5,80,61*,12,79*,0,72*,x,84,12,70*
CN(C)CCCN(C(=O)COc1ccccc1)c1nc2ccc(Cl)cc2s1,0.4,94,102,7,97,25,96,-5,93,10,97
Cc1nc2c(-c3ccc(F)cc3)c(C)nn2c(N2CCOCC2)c1C,1.8,102,102,12,103,19,103,1,101,7,103
Cc1ccc(-c2cc(C(=O)O)n(-c3ccc(S(N)(=O)=O)cc3)n2)cc1,0.5,96,98,5,95,20,96,-9,108,9,96
O=C(Nc1cn(-c2ccccc2)nc1-c1ccccc1)c1ccccc1,0.0,98,102,3,98,4,100,8,99,9,101
CCCN(Cc1cc2cc(OC)ccc2[nH]c1=O)C(=O)c1ccncc1,0.1,100,104,0,104,18,102,x,101,6,103
CC(C)OC(=O)C1C(=O)CC(C)(O)C(C(=O)OC(C)C)C1c1cccnc1 (stereo not drawn),0.2,103,106,1,104,4,100,-3,102,8,103
C=CCOC(=O)C1=C[C@H](c2cn(C(C)=O)c3ccccc23)[C@@H](CCCO)[C@H](OCC)O1,2.1,97,99,15,96,17,100,x,103,6,98
COc1ccc(/C=N/OC/C(O)=C(\C#N)c2nc3ccccc3[nH]2)cc1OC,-1.0,97,103,14,102,8,97,4,100,19,98
CN1CCN(CCCNC(=S)Nc2ccc(F)c(Cl)c2)CC1,0.1,99,103,1,100,19,99,16,99,9,97
COc1ccc(Cl)cc1NC(=O)COC(=O)c1cc(NS(=O)(=O)c2cccs2)ccc1O,-0.6,99,98,-4,92,10,96,27,96,7,98
